# Screens: PubChem, several laboratories
# Peg3 promoter: reduces Peg3 promoter-driven luciferase expression in HeLa; 360,000 compounds, 1.7% hits; HeLa PEG-Prom luciferase reporter, luminescence, overnight; AID 588405; inhibition, % at 20 µM;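 active means inhibition of at least 50% at 20 µM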
# C8 TRAIL sens: sensitizes caspase-8 expressing cells to TRAIL. 360,000 compounds, 1% hits. NB7+C8 cells + TRAIL, ATPlite viability luminescence. inhibition (viability loss, TRAIL sensitization), % at 10 µM. AID 624354;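 active means compounds causing at least 50% loss of cell viability in the single-dose screen, relative to plate controls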
# NR2E3 ag-1: agonists of human nuclear receptor NR2E3; inhibition of corepressor binding, % at 4.78 µM; 320,000 compounds, 0.12% hits; AID 2300; Q9Y5X4; GST-NR2E3/biotin-RetCOR TR-FRET, 1536-well;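 active means percent inhibition above the cutoff of mean plus 3 SD of all tested compounds, set per screening campaign, cut at about 20% in these data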;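 further: 0% = DMSO wells and 100% = biotin wells as full block of FRET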
# Target sequence (Q9Y5X4 whole entry, looked up): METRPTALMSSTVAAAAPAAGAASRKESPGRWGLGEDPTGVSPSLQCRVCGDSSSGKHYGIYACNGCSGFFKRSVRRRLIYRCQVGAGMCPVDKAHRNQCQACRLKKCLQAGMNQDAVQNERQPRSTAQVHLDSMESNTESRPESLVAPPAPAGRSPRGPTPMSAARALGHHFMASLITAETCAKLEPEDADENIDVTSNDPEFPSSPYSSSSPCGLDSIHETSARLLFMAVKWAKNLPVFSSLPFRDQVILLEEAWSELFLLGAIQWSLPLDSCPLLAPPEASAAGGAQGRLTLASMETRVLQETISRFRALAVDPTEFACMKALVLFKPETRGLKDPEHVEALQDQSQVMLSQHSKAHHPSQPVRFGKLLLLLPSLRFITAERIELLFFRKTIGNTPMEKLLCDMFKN
#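 System: GST-tagged NR2E3 plus biotinylated RetCOR corepressor; Amount: 1.35 nM GST-tagged NR2E3 final; Dosing: single nominal compound dose of 4.8 µM; Schedule: 5 h incubation at 4 °C; Technique: TR-FRET with europium anti-GST and streptavidin-D2, 340 nm excitation; Controls: biotin wells as high control, 0.6% DMSO wells as low control.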
# NR2E3 ag-2: agonists of human NR2E3 nuclear receptor; Q9Y5X4; CHO-S Gal4-NCOR/VP16-NR2E3 two-hybrid, luciferase; inhibition of corepressor binding, % at 3.98 µM; 360,000 compounds, 0.35% hits; AID 602229;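 active means inhibition above the mean of all tested compounds plus 3 SD, cut at about 70% in these data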;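 further: 0% = DMSO with NR2E3 transfected cells and 100% = cells lacking NR2E3 construct; higher means lower luciferase signal from less NR2E3 corepressor binding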
# KKLEB cytotox: counter-screen for CF NF-kB inhibitors: cytotoxicity. KKLEB CF airway cells viability, ATPlite luminescence, overnight; active compounds read low; cells stimulated with P. aeruginosa culture filtrate. 360,000 compounds, 0.36% hits. AID 602141. activity change (cytotoxicity), % at 5 µM;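 active means corrected activity change at or below -50% at 5 µM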
# TROY signal inh: TROY signaling inhibition; 360,000 compounds, 0.98% hits; inhibition, % at 10 µM; Q293 LMP1-TROYcd NF-kB luciferase reporter, 4 h;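 active means compounds whose plate-normalised and pattern-corrected inhibition of the luciferase reporter signal at the single screening dose is 50% or more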
# Shn3 3UTR inh: inhibitors of Schnurri-3 3'UTR reporter in osteoblasts; inhibition, % at 12.5 µM; Clone20 osteoblast Shn3 3'UTR firefly luciferase, 24 h; 360,000 compounds, 0.52% hits;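 active means mean inhibition of at least 75% with every replicate also reaching 75%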;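 further: 0% = median of neutral control wells and 100% = pilot-screen positive control compound; some compounds past the cut are filed as inactive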
# CF NFkB block: inhibitors of cystic fibrosis induced NF-kB; KKLEB NF-kB-GFP reporter, PAF-induced, GFP fluorescence overnight; inhibition, % at 5 µM; 360,000 compounds, 0.86% hits; AID 588850;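 active means at least 50% inhibition at 5 µM, scaled per plate between neutral and stimulator controls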;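 further: PAF is a Pseudomonas aeruginosa culture filtrate used as stimulus; plate controls were PAF-stimulated DMSO wells for no effect and unstimulated DMSO wells for full effect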
# TWEAK Fn14 block: inhibitors of TWEAK-Fn14 interaction signaling; AID 1159606; 360,000 compounds, 2% hits; TWEAK-stimulated Fn14 reporter cells, luciferase luminescence, 8 h; inhibition, % at 10 µM; in the data active means inhibition above about 50%
# TRPM1 prom inh: MITF TRPM1 promoter inhibition in SK-MEL-5 cells; SK-MEL-5 TRPM1 promoter luciferase, 24 h; AID 488899; 330,000 compounds, 0.83% hits; inhibition, % at 12.5 µM;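 active means mean inhibition across replicates of 60% or more, whatever share of single replicates reaches that level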; further: values of inactives mirror those of a sister screen read the other way
# HIF-2a block: HIF-2a inhibition | 786-0 RCC cells HIF-2a reporter, luciferase luminescence, overnight | inhibition, % at 18.8 µM | 360,000 compounds, 0.72% hits | AID 624352;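 active means inhibition of the luminescence signal of 40% or more relative to plate controls, in a single-dose primary screen at 18.75 µM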
# * = called active by the depositor; · = no result given. This is a subset, so the mix of outcomes need not match the whole.
SMILES,Peg3 promoter,C8 TRAIL sens,NR2E3 ag-1,NR2E3 ag-2,KKLEB cytotox,TROY signal inh,Shn3 3UTR inh,CF NFkB block,TWEAK Fn14 block,TRPM1 prom inh,HIF-2a block
O=CNC1(c2ccccc2)CCCCC1,2,3,·,25,-3,15,10,2,-6,6,7
CCCS(=O)(=O)c1nc(S(=O)(=O)c2ccc(C)cc2)c(NCCCn2ccnc2)s1,-11,-11,3,-1,-12,-16,10,19,-5,-5,-1
COc1ccc(N2C(=O)CC(Sc3nc(C)cc(C)c3C#N)C2=O)cc1 (stereo not given),-46,-12,3,-33,-24,2,-25,14,-9,-11,-127
CCOC(=O)C1=C(COC(=O)CCc2ccc(F)cc2)NC(=O)NC1C (stereo not given),-4,-6,3,-3,5,-9,-16,13,-7,·,14
CCn1cc(Cl)c(C(=O)Nc2ccc(OC)c(OC)c2)n1,-67,13,5,-20,-2,-21,-15,7,-15,-1,-87
CC(C)NC(=O)COC(=O)c1ccc(Cl)c(S(N)(=O)=O)c1,3,-32,1,35,10,-10,-4,8,2,2,23
COc1ccc(Cc2nnc(NC(=O)c3cccs3)s2)cc1,-116,9,-2,1,-1,-10,-19,6,-24,-12,-123
COc1ccc(NC(=O)N2CCCC2C(=O)Nc2ccccc2)cc1 (stereo not given),-17,-13,0,-13,14,-8,4,-17,12,-4,4
COc1ccc(SCc2noc(C(=O)NCC3CCCO3)c2C(=O)O)cc1 (stereo not given),4,-11,1,-1,-7,6,5,-8,8,·,-3
CCOc1ccc(/C=C2\SC(=S)N(NS(=O)(=O)c3ccccc3)C2=O)cc1OC,28,9,-2,19,-27,23,20,37,-32,-2,21
Cc1ccc(C(=O)OCC(=O)N(C)c2ccccc2)c(C)c1,-27,-3,4,-22,7,-1,9,-11,-6,-31,-37
CCOC(=O)C1(CCOc2ccccc2)CCN(Cc2cccc3nonc23)CC1,10,26,-2,5,10,-3,50,1,12,14,13
COc1ccccc1OCCCC(=O)NCc1ccco1,-6,4,1,-5,0,5,13,7,3,-1,5
Cc1ccc(-c2nnc(OCC3CCCO3)c3ccccc23)cc1 (stereo not given),-25,9,2,-7,1,-19,8,-1,-4,-1,-26
O=S(=O)(Cc1ccccc1)N1CCN(c2ccccc2)CC1,5,-25,3,-14,5,-4,4,-7,-9,-1,8
Cc1ccc(C)c(N2CN(Cc3ccco3)CNC2=S)c1,11,-9,0,-18,3,-5,5,7,13,-2,10
Cc1c(-c2nc(-c3ccc(C(C)(C)C)cc3)no2)n(C)oc1=O,23,13,-3,-68,3,-63,·,-13,-39,36,-12
Cc1ccc(S(=O)(=O)N(CC(=O)Nc2cccc([N+](=O)[O-])c2)C(=O)N2CCN(C)CC2)cc1,4,-7,·,-23,-7,-17,-3,0,3,5,-3
O=C(CS(=O)(=O)c1ccccc1)Nc1ncc([N+](=O)[O-])s1,0,6,5,-33,12,29,-4,5,3,3,3
COc1cccc(C(=O)Cn2c(NCCCO)nc3ccccc32)c1,12,5,-3,-1,-4,5,16,11,-4,16,9

# A run of entries from further up, for reference:
SMILES,Peg3 promoter,C8 TRAIL sens,NR2E3 ag-1,NR2E3 ag-2,KKLEB cytotox,TROY signal inh,Shn3 3UTR inh,CF NFkB block,TWEAK Fn14 block,TRPM1 prom inh,HIF-2a block
CCOC(=O)C1=C(COC(=O)CCc2ccc(F)cc2)NC(=O)NC1C (stereo not given),-4,-6,3,-3,5,-9,-16,13,-7,·,14
CCn1cc(Cl)c(C(=O)Nc2ccc(OC)c(OC)c2)n1,-67,13,5,-20,-2,-21,-15,7,-15,-1,-87
CC(C)NC(=O)COC(=O)c1ccc(Cl)c(S(N)(=O)=O)c1,3,-32,1,35,10,-10,-4,8,2,2,23
COc1ccc(Cc2nnc(NC(=O)c3cccs3)s2)cc1,-116,9,-2,1,-1,-10,-19,6,-24,-12,-123
COc1ccc(NC(=O)N2CCCC2C(=O)Nc2ccccc2)cc1 (stereo not given),-17,-13,0,-13,14,-8,4,-17,12,-4,4
COc1ccc(SCc2noc(C(=O)NCC3CCCO3)c2C(=O)O)cc1 (stereo not given),4,-11,1,-1,-7,6,5,-8,8,·,-3
CCOc1ccc(/C=C2\SC(=S)N(NS(=O)(=O)c3ccccc3)C2=O)cc1OC,28,9,-2,19,-27,23,20,37,-32,-2,21
Cc1ccc(C(=O)OCC(=O)N(C)c2ccccc2)c(C)c1,-27,-3,4,-22,7,-1,9,-11,-6,-31,-37
CCOC(=O)C1(CCOc2ccccc2)CCN(Cc2cccc3nonc23)CC1,10,26,-2,5,10,-3,50,1,12,14,13
COc1ccccc1OCCCC(=O)NCc1ccco1,-6,4,1,-5,0,5,13,7,3,-1,5
Cc1ccc(-c2nnc(OCC3CCCO3)c3ccccc23)cc1 (stereo not given),-25,9,2,-7,1,-19,8,-1,-4,-1,-26
O=S(=O)(Cc1ccccc1)N1CCN(c2ccccc2)CC1,5,-25,3,-14,5,-4,4,-7,-9,-1,8
Cc1ccc(C)c(N2CN(Cc3ccco3)CNC2=S)c1,11,-9,0,-18,3,-5,5,7,13,-2,10
Cc1c(-c2nc(-c3ccc(C(C)(C)C)cc3)no2)n(C)oc1=O,23,13,-3,-68,3,-63,·,-13,-39,36,-12
Cc1ccc(S(=O)(=O)N(CC(=O)Nc2cccc([N+](=O)[O-])c2)C(=O)N2CCN(C)CC2)cc1,4,-7,·,-23,-7,-17,-3,0,3,5,-3
O=C(CS(=O)(=O)c1ccccc1)Nc1ncc([N+](=O)[O-])s1,0,6,5,-33,12,29,-4,5,3,3,3

# Next structures follow.
SMILES,Peg3 promoter,C8 TRAIL sens,NR2E3 ag-1,NR2E3 ag-2,KKLEB cytotox,TROY signal inh,Shn3 3UTR inh,CF NFkB block,TWEAK Fn14 block,TRPM1 prom inh,HIF-2a block
O=C(O)C1CCCCC1C(=O)Nc1nc(-c2cccs2)cs1 (stereo not given),8,10,1,-11,3,5,-14,3,8,8,-8
O=C(Cn1cnc2ccccc2c1=O)NCc1ccco1,-4,-4,1,2,-8,9,6,19,9,7,3
N#Cc1cc(C(=O)c2cc(Br)ccc2O)cn(C2CCCCC2)c1=O,52*,9,-1,19,-7,35,19,33,5,2,3
CNC(=S)N(CCCO)Cc1cc2cc3c(cc2[nH]c1=O)OCO3,10,4,1,3,0,2,2,-9,-15,14,9
Cc1ccc(CC2S/C(=N/c3ccccn3)NC2=O)cc1 (stereo not given),24,-2,-1,-14,-3,-26,-1,0,1,4,-4
CC(C)Cc1nc(SCc2cccnc2)c2c(=O)n(C)c(=O)n(C)c2n1,15,-19,1,11,-3,-2,-3,18,-8,4,16
CCN(CC)S(=O)(=O)c1ccc(N2CCOCC2)c(NC(=O)CC(C)(C)C)c1,-4,1,-5,-9,1,-9,-21,-2,-2,-26,2
CCn1cc(SCC(=O)N2CCc3ccccc32)c2ccccc21,-100,-8,2,-49,3,-40,-32,-25,-18,3,-194
C/C(=N\Nc1ccccc1[N+](=O)[O-])c1ccc(N2CCOCC2)cc1,-246,3,1,6,9,21,-31,11,-5,-33,-310
CCCCn1c2nc3ccccc3nc2c2c(=O)n(C(C)CC)cnc21 (stereo not given),33,-4,1,17,7,-22,7,-5,20,4,8

# One compound at a time (already shown). Screens in order: Peg3 promoter | C8 TRAIL sens | NR2E3 ag-1 | NR2E3 ag-2 | KKLEB cytotox | TROY signal inh | Shn3 3UTR inh | CF NFkB block | TWEAK Fn14 block | TRPM1 prom inh | HIF-2a block
# Shown for `O=C(Cn1cnc2ccccc2c1=O)NCc1ccco1` : -4 | -4 | 1 | 2 | -8 | 9 | 6 | 19 | 9 | 7 | 3
# Shown for `CC(C)Cc1nc(SCc2cccnc2)c2c(=O)n(C)c(=O)n(C)c2n1` : 15 | -19 | 1 | 11 | -3 | -2 | -3 | 18 | -8 | 4 | 16

# Going on with the list:
SMILES,Peg3 promoter,C8 TRAIL sens,NR2E3 ag-1,NR2E3 ag-2,KKLEB cytotox,TROY signal inh,Shn3 3UTR inh,CF NFkB block,TWEAK Fn14 block,TRPM1 prom inh,HIF-2a block
CN(C)S(=O)(=O)c1cccc(NC(=O)CSc2cccc3cccnc23)c1,102*,10,-2,15,2,-29,13,-11,-18,28,66*
CCN(CC(=O)Nc1cc(Cl)ccc1C)C(=O)C1CC1,9,-6,1,0,8,4,-15,2,-1,3,13
COc1ccccc1-c1cc(C(=O)N/N=C/c2cccs2)c2ccccc2n1,15,10,2,-24,9,7,32,-11,-36,2,0
O=C(NNC(=O)c1ccc(S(=O)(=O)N2CCCC2)cc1)c1ccc(Br)cc1,-19,0,·,-15,3,-16,-6,0,-16,-4,-20
COc1cc(CNc2ncnc3c2ncn3[C@H]2CN(Cc3ccc(F)cc3)C[C@@H](CO)O2)cc(OC)c1OC,11,2,·,0,-1,10,0,-15,-7,·,11
O=S1(=O)N=C(N2CCN(c3ccc(F)cc3)CC2)c2ccccc21,-51,14,5,-34,-2,1,-32,6,-16,-26,-100
CN(CC(=O)OCC(=O)NCC(F)(F)F)S(=O)(=O)c1ccc(Cl)cc1,8,0,1,-4,-9,-4,12,21,4,-1,12
COc1cc(/C=C2/NC(=O)N(Cc3ccccc3F)C2=O)cc(OC)c1O,10,-1,4,-1,-4,2,14,2,1,7,18
CS(=O)(=O)N(CC(=O)N1CCCCCC1)c1ccccc1,5,4,-1,8,4,-7,1,-10,7,9,8
CC1CCN(CCCNC(=O)c2cc3sccc3n2C)CC1,-7,-11,6,-23,3,4,24,3,8,-5,8
CCCCCCCCN1C(=O)[C@H](CC(=O)N2CCSCC2)C[C@@]2(C(=O)OCC)CCCC=C12,·,-10,·,13,·,-14,·,·,-3,·,8
